# Mm-Cpn inhibitor – inhibitors of Methanococcus maripaludis chaperonin (MmCpn); purified Mm-Cpn ATPase, ADP Transcreener TR-FRET; Potency, µM (series often up to 76.9 µM), for inactives: top-dose activity, negative = inhibition, usual class: inhibitors; 330,000 tested, 0.031% active; also: potency is read from the fitted curve at half-maximal effect; % is scaled to controls: 0 for no effect and ±100 for the full control effect; nearly all actives have a fitted effect of over 80% in size
#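 Purified archaeal chaperonin (25 nM final) was preincubated with compound for 10 min at 37°C, then ATP (10 uM final) was added for 30 min at 37°C in Tris pH 7.4/KCl/MgCl2/DTT buffer. ADP was quantified by HTRF Transcreener TR-FRET.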
# HepG2 tox – kills HepG2 cells in TGF-b inhibitor counter-screen | HepG2 CAGA-GFP viability, ATP luminescence, 18 h | Potency, µM (doses to about 46.1 µM), for the others: at the highest dose activity change, negative = cytotoxicity, actives largely listed as cytotoxic | 410,000 tested, 0.76% active | AID 588856; also: potency is read from the fitted curve at half-maximal effect; some results filed as inactive show a strong effect at the top dose
#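 CellTiter-Glo luminescence gave cytotoxicity after 18 hours at 37 degrees C. The cells were HepG2 CAGA-GFP in 1% FBS DMEM, stimulated with 500 pg/mL TGF-beta after compound addition. %Activity was normalised to no-cell wells (complete cell-killing) and DMSO (no toxicity), and curves were fitted and classified.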
# TGFb inhibitor – blocks TGF-b signaling; HepG2 CAGA-GFP TGF-b/SMAD3 reporter, GFP fluorescence, 18 h; TGF-beta stimulated, 500 pg/mL final; Potency, µM (series often up to 46.1 µM), without a hit: at the highest dose activity, negative = inhibition, usual class: inhibitors; 410,000 tested, 1.2% active; also: potency is read from the fitted curve at half-maximal effect; % is scaled to controls: 0 for no effect and ±100 for the full control effect; nearly all actives have a fitted effect of over 65% in size
#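 TGF-beta reporter screen: HEPG2 CAGA-GFP, 1% FBS, 500 pg/mL TGF-beta final, 18 h; per-cell GFP summed per well; curves fitted and categorized by class.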
# Akt phos inh – inhibitors of Akt phosphorylation. Neuro2A IGF-stimulated pAkt S473 HTRF, 20 min; stronger effect = lower value. activity change, % for hits at 50 µM. 360,000 tested, 0.32% active. AID 651550; in the data active = activity change below about -80%; inconclusive = mostly about -51% to -80%; also: % is scaled to controls: 0 for no effect and ±100 for the full control effect
#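 Neuro2A cells in DMEM with 0.5% FBS, overnight at 37 deg C, given compound at single 50 µM final, then IGF (6 nM final) for 20 min at 37 deg C. Lysed; phospho-Akt Ser473 by HTRF after 24 h, 665/615 ratio.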
# Nrf2 inh – blocks Nrf2 signaling. A549 ARE-Fluc reporter, luciferase luminescence, 18-24 h. Potency, µM (highest dose often 46 µM), for the others: at the top dose activity change, negative = inhibition, actives largely listed as inhibitors. 360,000 tested, 2.1% active; also: potency is read from the fitted curve at half-maximal effect; % is scaled to controls: 0 for no effect and ±100 for the full control effect; nearly all actives have a fitted effect of over 60% in size
#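 Nrf2 activity is the BugLite luminescence, read 15 min after reagent at room temperature, following CellTiter-Fluor cytotoxicity readout (30 min, 37C). Compound titrations were applied for 18-24 h to 5000 A549 ARE_Fluc cells/well in 5% FBS OPTI-MEM.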
# A549 tox – kills or reduces viability of A549 cells in Nrf2 counter-screen | Potency, µM (doses to about 46 µM), for inactives: at the highest dose activity change, negative = cytotoxicity, actives largely listed as inhibitors | 390,000 tested, 0.16% active | A549 ARE-Fluc cells, CellTiter-Fluor viability, 18-24 h; also: potency is read from the fitted curve at half-maximal effect; % is scaled to controls: 0 for no effect and ±100 for the full control effect
#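 Cytotoxicity counterscreen: CellTiter-Fluor fluorescence was measured in A549 ARE_Fluc cells after 18-24 h of compound exposure in a concentration series. The subsequent BugLite luminescent read reports ARE-luciferase activity.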
# CCT chaperon mod – changes cytosolic chaperonin activity. activity change, % (no concentration beside the values), hits read low. purified chaperonin ATPase assay, HTRF ADP detection, 30 min. 360,000 tested, 0.3% active; in the data active = activity change below about -30%; also: % is scaled to controls: 0 for no effect and ±100 for the full control effect
#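 Nucleotide hydrolysis assay: TRiC at 20–40 nM final (set by batch activity) with 10 uM ATP, 30 min at 37 °C, in presence of 76 uM compound. Detection by competitive ADP HTRF, 30 min ambient.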
# Nrf2 activator – activators of Nrf2 (ARE) signaling; AREc32 ARE-luciferase reporter (MCF7-derived line), luminescence, 24 h; Potency, µM (doses to about 46.1 µM), for inactives: at the top dose activation, hits mostly activators; 410,000 tested, 0.31% active; AID 624171; also: potency is read from the fitted curve at half-maximal effect; % of control where 0% means no effect; nearly all actives have a fitted effect of over 65% in size
#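 Luminescent ARE reporter assay in AREc32_Fluc cells: overnight plating at 37 deg C, 24 hr compound incubation, Steady-Glo added, 30 min RT before reading.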
# Abeta yeast res – restores growth of yeast expressing A-beta42 peptide; yeast expressing A-beta42, growth rescue, OD600, 48 h; response scale: 0% DMSO, 100% iron-clioquinol control; Potency, µM (titrated, usually from 46.1 µM), without a hit: at the highest dose growth rescue, hits mostly activators; 410,000 tested, 0.063% active; also: potency is read from the fitted curve at half-maximal effect; nearly all actives have a fitted effect of over 55% in size
#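 Growth rescue measured by 600 nm absorbance after 48 h yeast culture at 30 C with compound. Values normalized between DMSO and an equimolar ferric chloride plus clioquinol control.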
# Starred values were filed as active, the others as inactive; i = inactive; u = inconclusive; x = not tested or not shown; [ ] = remark or other dose. Unless noted, calls follow the shape of the dose curve; as a rule, active = well fitted curve in the direction sought with a large enough effect; inconclusive = small, poorly fitted or top-dose-only effect, or another doubt; inactive = no such curve, though single readings can be large; an effect the other way counts as inactive or inconclusive.
SMILES,Mm-Cpn inhibitor,HepG2 tox,TGFb inhibitor,Akt phos inh,Nrf2 inh,A549 tox,CCT chaperon mod,Nrf2 activator,Abeta yeast res
Cc1cc(NC(=O)c2sc(Nc3cccc(C(F)(F)F)c3)nc2N)no1,1%,1%,u,i,16µM*,u,-2.9,2.7%,17%
Cn1c(=O)c2ccccc2n(Cc2ccccc2Cl)c1=O,0%,8%,3%,i,u,-10%,0.6,0.0%,-17%
Nn1cc(-c2ccccc2)nc1SCC(=O)Nc1ccc(S(N)(=O)=O)cc1,-1%,-2%,-10%,i,-1%,0%,-0.6,-0.7%,-8%
CN(C)c1ccc(-c2csc(C(O)c3ccc(F)cc3)n2)cc1 (stereo not given),x,-33%,-8%,i,x,x,-6.2,5.8%,11%
CCn1c(=O)c2cc(S(=O)(=O)NCCOc3ccccc3)ccc2n(CC)c1=O,-5%,0%,15%,x,-19%,-3%,-1.5,0.5%,1%
Cc1ccc(S(=O)(=O)N2CCC(c3ccncc3)CC2)c(C)c1,x,-46%,u,x,x,-14%,x,5.6%,1%
c1ccc(-c2ccc(-c3cnc4n3CCCCC4)cc2)cc1,-1%,-42%,u,i,x,6%,3.1,3.5%,-9%[9.22 µM]
Cc1c(CCC(=O)N[C@@H](C)C(=O)O)c(=O)oc2cc3occ(-c4ccccc4)c3cc12,-1%,-11%,-4%,i,-15%,3%,-4.3,0.0%,14%
CCOC(=O)c1ccc(NC(=O)CNC(=O)C2CCCCC2)cc1,0%,0%,0%,i,-2%,1%,-0.9,0.0%,-1%
CC(Oc1cccc(Cl)c1)C(=O)Nc1ccccc1C(=O)N1CCCCC1 (stereo not given),-6%,-24%,-14%,i,-17%,-8%,-1.9,0.0%,14%
CCOC(=O)C(Cc1ccc(OC)c([N+](=O)[O-])c1)NC(=O)CCC(=O)Nc1ccc(C)cc1 (stereo not given),1%,5%,-19%,i,-5%,4%,-0.9,0.1%,22%
CCOc1cccc2sc(NC(=O)c3ccc(S(=O)(=O)N4CCCc5ccccc54)cc3)nc12,x,-17%,u,x,x,-2%,x,0.2%,-11%
COc1ccc(NC2CCCCC2NS(=O)(=O)c2ccc(C)cc2)cc1 (stereo not given),-13%,-5%,0%,i,-9%,-6%,-0.1,0.2%,4%
CC(C)(C)NC(=O)CC1C(=O)NCCN1Cc1c(F)cccc1Cl (stereo not given),-7%,7%,-4%,i,-4%,2%,2.2,-0.8%,-2%
Cn1cc(CNCCCn2ncc3ccccc32)c(-c2ccccc2F)n1,-3%,-1%,-4%,i,13%,6%,1.1,-0.9%,7%
C=CCSc1nc2ccccc2[nH]1,0%,9%,3%,i,8%,-4%,0.1,-0.3%,3%
O=C(Nc1cccc(C(F)(F)F)c1)c1cc(-c2ccc(Cl)cc2)on1,x,-9%,u,x,-22%,2%,x,0.8%,-7%
COc1cc(CNC(=O)c2sc3ncccc3c2-n2cccc2)cc(OC)c1OC,x,2%,-15%,x,x,24%,x,3.5%,-11%
CC(NC(=O)C12CC3CC(CC(C3)C1)C2)C(=O)N/N=C/C1=C(N2CCOCC2)C(=C\c2ccccc2)/CC1 (stereo not given),1%,-2%,15%,i,u,u,-2.8,7.4%,-3%
Cc1ccc(NC(=O)Cn2nc(-c3ccccc3)nc(Cc3ccccc3)c2=O)cc1,x,3%,-1%,x,x,0%,x,-1.2%,-9%
COc1cccc(-c2sc3ccc(OC)cc3c2-c2cnc(N3CCOCC3)nc2)c1,x,x,x,i,x,x,0.2,13%,-5%
CCOC(=O)c1cccc(NC(=O)N2CC=C(c3c[nH]c4ccccc34)CC2)c1,x,-37%,36%[activator],x,u,u,x,3.4%,-8%
COc1ccc(C(=O)C23CC4CC(C2)CC(C(=O)c2ccc(OC)cc2)(C4)C3)cc1,-23%,2%,14%,i,u,0%,-2.1,-0.4%,-2%
Cc1ccc2cc3cc(C(=O)NCCCN4CC(C)CC(C)C4)oc3nc2c1 (stereo not given),1%,3%,u,i,6%,7%,-3.0,1.1%,-13%
COCCOC(=O)C1=C(C)NC2=C(C(=O)CC(c3cccs3)C2)C1c1ccsc1 (stereo not given),1%,-4%,-46%,i,-5%,-1%,-6.6,0.6%,-8%
O=S(=O)(c1ccc(=S)[nH]c1)N1CCN(Cc2ccccc2)CC1,0%,-20%,23%,i,0%,7%,0.0,-0.3%,5%
O=C1NC[C@H](Cc2ccc(O)cc2)N(CCc2cc(C(F)(F)F)cc(C(F)(F)F)c2)C1=O,x,x,x,i,x,x,-1.6,-0.6%,-21%
CCn1cc(C(=O)NCC(=O)NC(C)(C)CO)c(=O)c2cc3c(cc21)OCO3,-3%,-1%,19%,i,3%,3%,-0.6,0.1%,-16%
CCN(CC)C(=O)C12C(=O)Oc3ccccc3C1C2(C)C(=O)c1ccc(F)cc1 (stereo not given),-1%,2%,0%,i,-6%,0%,2.6,-0.6%,-2%
CC(CC(=O)Nc1cccnc1)c1ccccc1 (stereo not given),-1%,0%,3%,i,1%,5%,-1.7,-0.2%,-4%
CN(C)c1ccc(CNC(=O)C2(C)Cc3c(-c4cccc(C(F)(F)F)c4)ccnc3O2)cc1 (stereo not given),x,-20%,u,i,x,x,-3.5,0.0%,-16%
Cc1cccc(N2CCN(C(=O)CCC(=O)N3Cc4ccccc4Oc4ncccc43)CC2)c1C,2%,-21%,u,i,u,-19%,0.6,-0.1%,-28%
CCc1nnc(NC(=O)c2ccc(-c3cc(C(F)(F)F)ccc3Cl)o2)s1,0%,2%,-28%,i,x,12%,-0.4,-0.2%,3%
Cc1cccc(Nc2nnc(SCC(=O)NC(=O)CN3CCCC3=O)s2)c1,0%,-2%,1%,i,19%,3%,0.1,-1.1%,-2%
CCOc1ccc(S(=O)(=O)N2CCN(S(=O)(=O)c3ccc(C(C)=O)cc3)CC2)cc1,0%,0%,3%,i,6%,4%,-0.8,-0.5%,-8%
COc1ccccc1CCNC(=O)CC1C(=O)NCCN1CCCc1ccccc1 (stereo not given),-2%,-13%,-5%,i,-4%,1%,-0.2,4.8%,12%

# 2 consecutive entries from above:
SMILES,Mm-Cpn inhibitor,HepG2 tox,TGFb inhibitor,Akt phos inh,Nrf2 inh,A549 tox,CCT chaperon mod,Nrf2 activator,Abeta yeast res
CCn1cc(C(=O)NCC(=O)NC(C)(C)CO)c(=O)c2cc3c(cc21)OCO3,-3%,-1%,19%,i,3%,3%,-0.6,0.1%,-16%
CCN(CC)C(=O)C12C(=O)Oc3ccccc3C1C2(C)C(=O)c1ccc(F)cc1 (stereo not given),-1%,2%,0%,i,-6%,0%,2.6,-0.6%,-2%

# Further results:
SMILES,Mm-Cpn inhibitor,HepG2 tox,TGFb inhibitor,Akt phos inh,Nrf2 inh,A549 tox,CCT chaperon mod,Nrf2 activator,Abeta yeast res
O=C(CCn1c(=O)sc2ccccc21)NCCC1=CCCCC1,0%,8%,-11%,x,-26%,6%,0.4,0.9%,22%
CCOC(=O)c1cccc(NC(=O)C(Cc2ccccc2)NS(=O)(=O)c2cccc3nsnc23)c1 (stereo not given),x,-19%,u,x,24%,2%,x,-1.2%,2%
CC(C)(C)OC(=O)C[C@@H]1C/C=C\C[C@@H](CC(=O)N[C@H](CO)Cc2ccccc2)C(=O)NC[C@@H](c2ccccc2)OC1=O,-2%,-7%,-34%,i,9%,-10%,-2.8,7.8%,-11%
CCc1ccc(C2=CC(c3cc(Br)ccc3F)n3ncnc3N2)cc1 (stereo not given),-6%,-27%,-2%,x,x,u,-0.9,1.6%,-79%[inhibitor]
Nc1nc2ccc([N+](=O)[O-])cc2[nH]1,-1%,-73%,3%,i,-4%,-14%,-0.1,0.0%,1%
Cc1cccc(NC(=O)NNC(=O)c2cc3ccccc3cc2O)c1C,-1%,-28%,-29%,i,5%,-1%,-1.2,0.2%,-8%
CCOC(=O)C1=C(C)NC(=O)NC1c1cn(-c2ccccc2)nc1-c1ccc(OC(C)C)cc1 (stereo not given),x,-21%,u,x,-22%,-15%,x,-3.0%,13%
COc1ccccc1NC(=S)N1CCN(C(c2ccccc2)c2ccccc2)CC1,-17%,3%,-8%,i,u,17%,-3.9,-1.6%,2%
O=C(Nc1ncn[nH]1)C(F)(F)C(F)F,2%,5%,0%,i,21%,-4%,-4.3,-0.5%,11%
CCOC(=O)c1c(C)oc2ccc(N(C(=O)Oc3ccccc3)S(=O)(=O)c3ccccc3)cc12,x,-9%,-15%,x,10%,-6%,x,0.5%,-8%
Cc1ccc(OCC(=O)Nc2cc(S(=O)(=O)N3CCCCC3)ccc2N2CCN(C)CC2)c(C)c1,-2%,-29%,-9%,i,0%,u,1.0,1.7%,-5%
C=CCc1ccccc1OCC(=O)N/N=C/c1ccccc1OCC,2%,3%,0%,i,-9%,0%,-4.5,-0.1%,-6%
Cc1ccc(NC(=O)NCc2cccn2Cc2ccccc2)c(C)c1,x,-10%,-4%,x,9%,18%,x,-0.9%,-15%
CCOc1ccc(-c2nc(C#N)c(NCC(C)C)o2)cc1,1%,-23%,-6%,x,u,-21%,-2.5,2.7%,32%
COc1ccc(-n2cnnc2SCC(=O)Nc2cccc([N+](=O)[O-])c2)cc1,-1%,6%,8%,i,2%,1%,0.8,2.0%,12%
CCCC(O)(CCC)C(=O)NN(C(=O)CCl)c1cccc(C)c1,-12%,20µM*,u,i,u,-7%,-0.8,u,-6%

# High-throughput results from PubChem BioAssay.
